# High-throughput results as filed in PubChem.
# PKA-R1A act – activators of PKA-R1A holoenzyme, primary screen, biochemical, fluorescence polarization, Cy5-IP20, bovine R1A, mouse PKAc; cAMP-dependent protein kinase type I-alpha regulatory subunit (Bos taurus) + …; PKA-R1A dissociation; scaled: DMSO 0%, 113 µM cGMP 100%; activation, % at 11.4 µM; hit rate 0.083% among 340,000; AID 504707, 2011;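 active means percent activation above the mean of all tested compounds plus 3 SD, cut at about 19% in these data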;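 further: higher means more PKAc released from R1A so a rise in polarization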
# HTR5A ag ctr – HTR5A agonists in luminescence cell assay, primary screen, counter-screen for OPRM1-OPRD1 heterodimer agonist project, full-deck HTS; cell-based; activation, % at 9.3 µM; hit rate 0.61% among 340,000; AID 504692, 2011; in the data active means activation mostly above about 9.5%, no sharp cut-off; inactive means mostly below about 7.6%;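 further: 0% = cells with vehicle only and 100% = reference agonist; strong numbers were not always called active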
# DSG3 Ab inh – inhibitors of pemphigus antibody binding to DSG3, primary screen, biochemical, bead-based, flow cytometry, scFv-GFP; AID 588358, 2011; hit rate 0.48% among 310,000; binding (percent of control), % at 10 µM; Desmoglein-3 (Homo sapiens), P32926; DSG3-coupled beads, scFv-anti-DSG3-GFP binding; active compounds read low;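 active means binding more than 3 SD below its plate's average and above zero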;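 further: hits lower antibody fragment binding to DSG3; some compounds called inactive have numbers as strong as hits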
# phage Ecoli inh – growth loss of phage-infected E. coli, primary screen, RecBCD inhibitor project, absorbance, with phage, HTS; inhibition, % at 11.9 µM; hit rate 0.26% among 360,000; AID 651602, 2012; in the data active means inhibition above about 11%
# SUMO Mot1 rescue – yeast Mot1-301 growth rescue at high temperature, primary screen, SUMOylation pathway inhibitor project, S. cerevisiae, ATP luminescence, 38.5C | S. cerevisiae Mot1-301 growth rescue; percent above DMSO median, 100 means doubled | growth rescue, % at 18.8 µM | hit rate 1% among 320,000;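 active means every valid replicate shows activation above 250% relative to neutral control wells; inactive means the rest, any valid replicate at or below 250%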;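 further: OY570 slx delta 5 strain wells were the positive control but not used for scaling; some compounds called inactive have numbers as strong as hits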
# OPRM1-OPRD1 inv – inverse agonists of MOR-DOR heterodimerization, primary screen, cell-based, luminescence; Mu-type opioid receptor (Homo sapiens) + Delta-type opioid receptor (Homo sapiens), …; cell-based MOR-DOR heterodimer luminescence, inverse agonism; inhibition, % at 9.3 µM; hit rate 0.21% among 340,000; AID 504357, 2011; in the data active means inhibition above about 22%, passing the limit was not always enough;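 further: 0% = cells with DMSO and 100% = wells without cells with DMSO; values of inactives mirror those of a sister screen read the other way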
# Target sequence (P35372 whole entry, looked up): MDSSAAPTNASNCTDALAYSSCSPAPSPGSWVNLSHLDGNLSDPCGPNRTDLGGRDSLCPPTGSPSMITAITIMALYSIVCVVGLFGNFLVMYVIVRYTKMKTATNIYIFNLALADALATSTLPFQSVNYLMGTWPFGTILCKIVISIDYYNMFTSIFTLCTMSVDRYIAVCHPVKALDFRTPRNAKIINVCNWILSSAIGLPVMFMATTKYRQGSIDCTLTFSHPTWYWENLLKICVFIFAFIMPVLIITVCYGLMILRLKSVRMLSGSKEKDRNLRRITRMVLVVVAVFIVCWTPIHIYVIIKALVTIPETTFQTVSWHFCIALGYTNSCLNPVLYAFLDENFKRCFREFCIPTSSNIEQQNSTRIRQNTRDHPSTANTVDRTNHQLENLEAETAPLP
# Target sequence (P41143 whole entry, looked up): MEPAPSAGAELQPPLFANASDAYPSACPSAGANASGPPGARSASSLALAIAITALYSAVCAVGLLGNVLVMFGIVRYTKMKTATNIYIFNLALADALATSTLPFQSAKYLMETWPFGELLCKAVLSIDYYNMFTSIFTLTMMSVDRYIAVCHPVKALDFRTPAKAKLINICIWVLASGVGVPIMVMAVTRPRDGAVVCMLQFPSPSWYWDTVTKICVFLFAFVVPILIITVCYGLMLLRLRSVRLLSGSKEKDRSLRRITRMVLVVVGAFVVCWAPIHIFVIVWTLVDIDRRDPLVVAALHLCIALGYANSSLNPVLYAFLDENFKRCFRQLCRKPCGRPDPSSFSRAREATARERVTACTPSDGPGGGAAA
# HTR5A inv ctr – HTR5A inverse agonists in luminescence cell assay, primary screen, counter-screen for OPRM1-OPRD1 heterodimer inverse agonist project, full-deck HTS; HTR5A cell line, inverse agonism; inhibition, % at 9.3 µM; hit rate 0.083% among 340,000; AID 504634, 2011; in the data active means inhibition mostly above about 23%, no sharp cut-off; inactive means mostly below about 18%;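 further: 0% = cells with DMSO and 100% = no-cell wells with DMSO; some compounds called inactive have numbers as strong as hits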
# PfHsp90 set2 – growth inhibition of PfHsp90-expressing yeast, primary screen, antimalarial PfHsp90 inhibitor project, S. cerevisiae, BacTiter-Glo luminescence, single point, set 2. BacTiter-Glo ATP, 48 h; yeast lacking PDR1 and PDR3 efflux regulators. inhibition, % at 9.4 µM. hit rate 0.32% among 310,000;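 active means every replicate shows inhibition above about 80%, whatever the replicate mean, limit read from the data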;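 further: 0% = DMSO neutral controls and 100% = 20 µM radicicol positive controls; yeast relying on Plasmodium falciparum Hsp90 in place of its own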
# MOR-DOR ag – agonists of OPRM1-OPRD1 heterodimerization, primary screen, cell-based, luminescence; Mu-type opioid receptor (Homo sapiens) + Delta-type opioid receptor (Homo sapiens), …; cells; activation, % at 9.3 µM; hit rate 0.3% among 340,000; in the data active means activation above about 18%;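 further: 0% = vehicle-treated cells and 100% = reference agonist; values of inactives mirror those of a sister screen read the other way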
# AddAB inh – growth inhibition of E. coli expressing H. pylori AddAB, primary screen, AddAB inhibitor project, absorbance; inhibition, % at 11.9 µM; hit rate 0.29% among 330,000; AID 435030, 2010; in the data active means inhibition above about 12%;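 further: 0% = vehicle wells of infected cells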
# E coli growth – E. coli V3065 growth inhibition, primary screen, counter-screen for AddAB inhibitor project, absorbance, OD600 | 18 h | inhibition, % at 11.9 µM | hit rate 0.27% among 330,000;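 active means inhibition above the campaign's mean inhibition across all tested compounds plus 3 SD, cut at about 9.9% in these data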;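 further: uninfected addAB+ strain grown without phage in ampicillin broth; 0% = DMSO wells and 100% = ciprofloxacin 0.95 µg/ml wells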
# An asterisk follows results filed as active; . = not tested or not shown.
SMILES,PKA-R1A act,HTR5A ag ctr,DSG3 Ab inh,phage Ecoli inh,SUMO Mot1 rescue,OPRM1-OPRD1 inv,HTR5A inv ctr,PfHsp90 set2,MOR-DOR ag,AddAB inh,E coli growth
CC(=O)c1c(C)[nH]c(C(=O)OCC(=O)N(C)c2c(N)n(Cc3ccccc3)c(=O)[nH]c2=O)c1C,7,0,101,2.6,-4,10,0,-14,-1.5,1.2,-1.2
CCOC(=O)c1ccc(NC2c3ccccc3C(=O)N2c2cccnc2)cc1 (configuration not stated),-2,-1,103,0.8,1,14,2,7,-2.3,0.8,-1.1
Cc1c(NC(=S)Nc2cccc(Cl)c2)c(=O)n(-c2ccccc2)n1C,-4,-2,101,1.3,-3,9,6,-5,-1.7,1.1,-1.8
COC(=O)c1ccccc1NC(=O)c1cc2ccccc2o1,-7,-1,109,-0.9,-4,1,2,20,-0.3,2.0,1.1
CCCCCCn1c(=O)c(F)cn(Cc2ccc(OC)c([N+](=O)[O-])c2)c1=O,4,-2,103,-1.0,424,-18,5,5,3.3,3.1,-2.1
COc1cc(C(CCN2CCCC2)c2c(OC)cc(OC)c3c(-c4ccccc4)cc(=O)oc23)cc(OC)c1OC (configuration not stated),16,-1,101,1.7,2,1,-21,13,-0.2,0.1,-3.4
COCCCNC(=O)CCN1N=C(c2ccccc2)CCC1=O,-2,1,99,-1.6,0,4,-3,0,-1.0,-0.7,0.5
CSc1ncccc1C(=O)OCC(=O)NCCCc1ccccc1,7,4,.,1.0,19,4,-10,2,-1.1,2.2,1.7
COc1cccc(NC(=O)c2ccccc2Oc2ccccc2)c1,0,-3,98,1.9,2,13,4,10,-2.6,3.0,-0.3
Nc1cc(=O)[nH]c2nnc(SCC(=O)Nc3cccc4ccccc34)n12,11,4,101,2.5,168,-2,8,-11,0.4,3.1,0.3
O=C(COC(=O)CNC(=O)c1ccccc1Cl)Nc1cc(C(F)(F)F)ccc1Cl,-10,-1,105,3.3,28,-4,-3,2,0.8,1.2,1.7
c1ccc(C2OCCN2c2ccccc2)cc1 (configuration not stated),-6,-1,123,2.1,.,15,5,11,-2.9,.,.
CCO[C@H]1OC(C(=O)N2CCN(C)CC2)=C[C@@H](c2ccc(Br)cc2)[C@@H]1CCCO,1,0,100,1.4,-5,5,-15,8,-0.9,-2.1,0.9
COc1ccc(C(=O)N2CCC(C(=O)Nc3cccc(C)c3)CC2)cc1OC,-11,1,100,2.2,-17,12,19,-12,-2.1,0.1,-0.2
Cc1cccc(C(=O)Nc2ccccc2C(=O)NCc2cccnc2)c1,-8,2,85,2.5,11,-9,3,.,1.5,1.1,0.9
CC(C)CC1NC(=O)N(CC(=O)N2c3ccccc3NC(=O)C2(C)C)C1=O (configuration not stated),-1,3,117,-0.8,2,6,-7,.,-1.2,0.2,-2.4
Cc1ccc(-c2cc(C(F)(F)F)n3ncc(C(=O)NCc4ccco4)c3n2)cc1,-8,2,100,2.0,8,2,7,-6,-0.5,2.7,0.4
O=C(C1CC(=O)N(C2CCCC2)C1)N1CCN(c2ccc(F)cc2)CC1 (configuration not stated),-5,6,104,2.2,.,-18,-15,4,3.2,-0.7,-0.2
O=C(O)CC(CC(=O)NCC(O)c1ccccc1)c1ccccc1 (configuration not stated),0,-3,103,1.2,14,13,11,-12,-2.6,-0.2,-1.6
Cc1cc(C(=O)COC(=O)c2ccccc2Br)c(C)n1CC1CCCO1 (configuration not stated),-3,4,89,-0.6,-21,4,-15,0,-0.7,-0.6,2.1
Cc1ccc2nc(Cn3cc(C(F)(F)F)cc(Cl)c3=O)cc(=O)n2c1,4,1,107,1.8,3,-5,-2,14,1.0,4.1,0.3
CC(C)(C)NC(=O)NC(=O)CSc1nnc(-c2ccccc2F)n1N,-9,1,104,3.3,7,5,-6,8,-0.9,1.6,0.3
COc1ccc(NS(=O)(=O)c2ccc3oc(Nc4ccc5c(c4)OCCO5)nc3c2)cc1,-2,3,.,0.6,7,-6,-7,.,1.3,1.5,2.4
O=C(N/N=C/c1cccc(O)c1)NC1CCCCC1,-2,6,97,6.0,-5,2,-15,-1,-0.4,2.2,2.7
COc1ccc2[nH]c3c(=O)n(Cc4ccc(C(=O)NCC5CCCO5)cc4)c(=S)[nH]c3c2c1 (configuration not stated),-13,0,104,2.0,-27,13,9,-3,-2.6,-0.9,-0.3

# Next part, overlapping the part above by 5 compounds.
SMILES,PKA-R1A act,HTR5A ag ctr,DSG3 Ab inh,phage Ecoli inh,SUMO Mot1 rescue,OPRM1-OPRD1 inv,HTR5A inv ctr,PfHsp90 set2,MOR-DOR ag,AddAB inh,E coli growth
Cc1ccc2nc(Cn3cc(C(F)(F)F)cc(Cl)c3=O)cc(=O)n2c1,4,1,107,1.8,3,-5,-2,14,1.0,4.1,0.3
CC(C)(C)NC(=O)NC(=O)CSc1nnc(-c2ccccc2F)n1N,-9,1,104,3.3,7,5,-6,8,-0.9,1.6,0.3
COc1ccc(NS(=O)(=O)c2ccc3oc(Nc4ccc5c(c4)OCCO5)nc3c2)cc1,-2,3,.,0.6,7,-6,-7,.,1.3,1.5,2.4
O=C(N/N=C/c1cccc(O)c1)NC1CCCCC1,-2,6,97,6.0,-5,2,-15,-1,-0.4,2.2,2.7
COc1ccc2[nH]c3c(=O)n(Cc4ccc(C(=O)NCC5CCCO5)cc4)c(=S)[nH]c3c2c1 (configuration not stated),-13,0,104,2.0,-27,13,9,-3,-2.6,-0.9,-0.3
CC12CC(c3ccccc3O1)N(C(=O)c1ccco1)C(=S)N2c1ccccc1 (configuration not stated),1,-1,111,-0.6,212,0,-21,.,-0.1,0.7,1.3
Cc1cccc(N/N=C/c2ccccc2O)c1,-1,-1,103,5.2,-5,-1,3,12,0.1,1.0,0.1
O=C(Cn1cnc2ccccc2c1=O)NCCCN1CCCC1=O,-5,1,100,0.7,20,9,-2,.,-2.2,1.9,-0.5
COc1ccc(-c2cc(C(=O)N3CCCC3)c3ccccc3n2)cc1,4,1,96,2.4,218,5,-15,12,-0.9,1.5,0.7
CCCNC(=O)c1cnc(-c2ccccc2)nc1-c1ccccc1,2,4,103,-1.4,8,3,-13,-8,-0.7,0.9,-1.0
CCOc1ccc(CCNC(=O)C2CCN(c3nnc(-n4cccc4)s3)CC2)cc1OCC,9,3,95,2.5,-9,12,-7,-20,-2.5,-0.7,0.3
CN(CC(=O)NCC(c1ccco1)N1CCCCC1)S(=O)(=O)c1ccc(Cl)cc1 (configuration not stated),-1,7,104,-0.9,5,1,4,8,-0.2,-0.9,0.9
O=C(c1cc(S(=O)(=O)N2CCOCC2)ccc1Cl)N1CCC(Cc2ccccc2)CC1,5,-2,107,2.3,-11,12,6,.,-2.4,-2.2,-5.5
COc1ccc(S(=O)(=O)N2CCOC2CNC(=O)C(=O)NCc2ccccn2)cc1 (configuration not stated),-10,-1,.,-0.1,3,17,2,-19,-3.2,-1.2,-0.3
N#CCCN1C(=O)C2(OCCO2)c2ccccc21,-3,1,98,0.1,11,11,-3,-8,-2.4,2.0,0.0
CCOC(=O)[C@@H]1[C@H]2COc3cc(OC)ccc3[C@@H]2N2C(=O)N(c3cccc(F)c3)C(=O)[C@@]12C,7,2,105,1.9,2,7,-7,3,-1.1,3.1,0.0
O=C(NC1CCCCCCC1)C1CCCN(S(=O)(=O)c2cnc[nH]2)C1 (configuration not stated),5,0,110,2.4,3,16,0,-1,-3.1,3.3,-0.4
CC1CCN(CC(=O)Nc2nccs2)CC1,-6,-2,125,-3.2,-3,10,5,-8,-2.0,-0.1,-1.2
C=CC[C@@H](CC(=O)N[C@H](CO)Cc1ccccc1)C(=O)N[C@@H](COC(=O)[C@H](CC=C)CC(=O)OC(C)(C)C)Cc1ccccc1,0,-11,104,1.4,21,10,29,11,-1.8,-0.2,-0.7
Cc1[nH]c2ccccc2c1C(c1ccncc1)N1CCCCC1 (configuration not stated),-9,0,114,1.2,10,14,0,.,-3.0,-1.9,-0.6
COc1ccc(S(=O)(=O)N2CCN(C(=O)CCc3c[nH]c4ccccc34)CC2)cc1,-4,-4,.,1.8,-13,6,10,-35,-1.6,1.1,-1.2
Cc1cc(C)nc(SCC(=O)N/N=C/c2cc(C)n(-c3ccccc3C)c2C)n1,-4,-2,83,3.0,22,11,6,-39,-2.2,2.3,1.3
CC(C)C(=O)N1CCN(c2ccccc2NC(=O)c2ccco2)CC1,-4,2,104,1.3,-7,15,-5,-5,-2.9,2.2,2.9
Fc1cccc(Cl)c1-c1nnc2ccc3ccccc3n12,5,5,100,1.2,-4,16,-13,27,-3.2,3.5,-2.3
O=C(NCCN1C(=O)CCC1=O)c1ccncc1,1,2,107,3.3,-13,4,1,-11,-1.0,2.4,3.3
COc1ccc(C(=O)NCC(=O)N2CCCCC2)cc1OC,3,-2,98,4.0,210,6,-15,-1,-1.2,-0.7,0.3
O=C(CCc1ccccc1)Oc1ccccc1[N+](=O)[O-],.,.,111,1.6,-7,.,.,.,.,1.1,1.3
Cc1ccc(NC(=O)c2cccnc2)cc1S(=O)(=O)N1CCOCC1,-5,-1,108,2.0,-2,17,-1,.,-3.2,1.2,-0.3

# Taken from above:
# Under DSG3 Ab inh, Cc1cc(C(=O)COC(=O)c2ccccc2Br)c(C)n1CC1CCCO1 (configuration not stated) has 89
# Under SUMO Mot1 rescue, O=C(CCc1ccccc1)Oc1ccccc1[N+](=O)[O-] has -7
# Under PKA-R1A act, Fc1cccc(Cl)c1-c1nnc2ccc3ccccc3n12 has 5

# Some of these compounds in order of their number in PKA-R1A act, largest number first.
structure | PKA-R1A act | DSG3 Ab inh | phage Ecoli inh | SUMO Mot1 rescue | OPRM1-OPRD1 inv | MOR-DOR ag
COc1ccc(NS(=O)(=O)c2ccc3oc(Nc4ccc5c(c4)OCCO5)nc3c2)cc1 | -2 | . | 0.6 | 7 | -6 | 1.3
Cc1cc(C)nc(SCC(=O)N/N=C/c2cc(C)n(-c3ccccc3C)c2C)n1 | -4 | 83 | 3.0 | 22 | 11 | -2.2
COc1ccc(S(=O)(=O)N2CCOC2CNC(=O)C(=O)NCc2ccccn2)cc1 (configuration not stated) | -10 | . | -0.1 | 3 | 17 | -3.2
